Source: PubChem
CSN deneddyl inh = blocks human CSN-mediated cullin deneddylation; Q92905; AID 651999; actives 0.38% (n = 360,000); inhibition, % at 12.5 µM; Purified CSN, SCF-Nedd8-OG deneddylation, fluorescence polarization;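 active = pattern-corrected inhibition above about 35%, with an unprinted fluorescence ratio check between 0.5 and 1.5, limit read from the data, passing the limit was not always enough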;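 note: 0% = enzyme with substrate and 100% = substrate without enzyme; some results filed as inactive read as strong as hits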
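Assay system: purified human Csn5 enzyme expressed in HEK293T cells; Input: 0.24 nM Csn5 enzyme, final concentration; Reagent: 10 nM SCFSkp2-Nedd8OG; Compound dosing: 12.5 µM single point; Times: reaction 90 min, room temperature; Technique: fluorescence polarization readout.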
MLLE-PAM2 inh = inhibitors of microRNA-mediated deadenylation, human PABP1 MLLE binding. GST-MLLE / FITC-PAM2 fluorescence polarization. actives 0.36% (n = 360,000). inhibition, % at 20 µM. P11940. AID 588489; in the data active = inhibition above about 35%, passing the limit was not always enough;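 note: plate controls were DMSO wells with GST-MLLE for no effect and wells lacking GST-MLLE protein for full effect; some results filed as inactive read as strong as hits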
Scp-1 inhibitor = Scp-1 (human) phosphatase inhibition; Q9GZU7; inhibition, % at 20 µM; actives 0.88% (n = 340,000); Recombinant Scp1, phosphopeptide, malachite green phosphate absorbance;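 active = inhibition above about 50% at 20 µM, limit read from the data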;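 note: plate controls were DMSO wells with enzyme for no effect and wells lacking enzyme for full effect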
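Times: enzyme reaction 45 min at room temperature, colour 5 min, stabilisation 30 min. Material: SCP-1 catalytic fragment, aa 76-261. Medium: Acidic Tris acetate buffer with magnesium and detergent. Signal: colorimetric free-phosphate detection, absorbance 630 nm. Read-out basis: % inhibition of SCP-1 phosphate liberation. Reagent: Phosphorylated 17-residue peptide substrate.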
Rpn11 inh = blocks the human proteasome subunit Rpn11; calls only at 20 µM; O00487; human 26S proteasome, Ub4-pepOG fluorescence polarization; 20S core pre-blocked with epoxomicin; actives 0.59% (n = 360,000); AID 588493;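 active = inhibition at 20 µM, scaled to each plate's controls, above about 33%, limit read from the data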
Target sequence (O00487 whole entry, looked up): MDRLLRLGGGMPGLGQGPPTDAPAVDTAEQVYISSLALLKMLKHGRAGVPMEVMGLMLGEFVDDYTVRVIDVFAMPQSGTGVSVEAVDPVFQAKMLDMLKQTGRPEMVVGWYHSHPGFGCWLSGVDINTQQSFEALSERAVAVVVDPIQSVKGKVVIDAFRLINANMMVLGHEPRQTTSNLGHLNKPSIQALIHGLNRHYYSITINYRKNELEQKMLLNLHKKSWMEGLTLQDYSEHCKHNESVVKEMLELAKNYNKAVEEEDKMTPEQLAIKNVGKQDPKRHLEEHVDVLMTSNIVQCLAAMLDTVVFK
Tb MetRS inh = blocks T. brucei methionyl-tRNA synthetase activity; actives 0.4% (n = 360,000); AID 624268; inhibition, % at 11.9 µM; purified T. brucei MetRS, ATP depletion, Kinase-Glo luminescence;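 active = inhibition above a per-plate cutoff of the control wells' mean inhibition plus 3 SD, cut at about 5.5% in these data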;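 note: 0% = DMSO wells median and 100% = median of wells with control inhibitor compound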
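Test system: purified T. brucei MetRS enzyme. Also added: ATP, methionine and E. coli bulk tRNA substrates. Compound: 11.9 µM single point. Schedule: 15 min enzyme-compound preincubation, 2 h reaction, 10 min detection, 25 °C. Signal: luciferase luminescence of residual ATP, Kinase-Glo. Evaluation: percent inhibition versus plate control medians. Controls: DMSO wells, low control.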
SUMO1-SIM PPI = modulators of human SUMO1-mediated protein-protein interactions; SUMO1 binding to a labelled peptide, TR-FRET, 1 h; inhibition, % at 20 µM; actives 0.33% (n = 360,000); in the data active = inhibition above about 37%
DNMT1 block = inhibitors of human DNMT1; P26358; DNMT1 molecular beacon, Hinp1I cleavage, fluorescence; inhibition (reported as % activation of signal), % at 10 µM; actives 0.83% (n = 360,000); in the data active = inhibition above about 50%
STEP inh = inhibitors of human striatal-enriched phosphatase STEP; P54829; recombinant STEP, OMFP fluorogenic substrate, fluorescence; inhibition, % at 20 µM; actives 0.25% (n = 360,000); AID 588621;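 active = inhibition at 20 µM, scaled per plate between control wells, above about 37%, limit read from the data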;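 note: 0% = DMSO with enzyme and substrate and 100% = substrate only without enzyme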
Target sequence (P54829 whole entry, looked up): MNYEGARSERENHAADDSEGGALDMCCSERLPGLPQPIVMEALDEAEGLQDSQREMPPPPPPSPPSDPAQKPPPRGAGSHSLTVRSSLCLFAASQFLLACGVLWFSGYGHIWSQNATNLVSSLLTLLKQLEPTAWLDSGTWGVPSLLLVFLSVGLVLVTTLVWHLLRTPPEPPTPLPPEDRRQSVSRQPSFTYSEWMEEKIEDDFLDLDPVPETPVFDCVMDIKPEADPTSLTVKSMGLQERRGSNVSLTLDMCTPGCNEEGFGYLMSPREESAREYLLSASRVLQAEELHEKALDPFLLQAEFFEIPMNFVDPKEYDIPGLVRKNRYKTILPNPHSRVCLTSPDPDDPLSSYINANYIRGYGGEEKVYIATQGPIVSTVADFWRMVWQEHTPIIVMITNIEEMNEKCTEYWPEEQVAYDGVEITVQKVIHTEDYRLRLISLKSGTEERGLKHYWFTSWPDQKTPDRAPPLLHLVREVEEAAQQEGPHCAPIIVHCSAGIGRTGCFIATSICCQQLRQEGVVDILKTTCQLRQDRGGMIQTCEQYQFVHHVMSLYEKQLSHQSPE
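Material: STEP (striatal-enriched tyrosine phosphatase) enzyme, cell-free; Compound dosing: 20 µM single dose in 1% DMSO; Technique: fluorescence read at 480 nm ex / 540 nm em; Times: reaction 20 min, ambient temperature; Medium: 50 mM Bis-Tris pH 6.0 with 2.5 mM DTT and 0.005% Tween 20; Also added: OMFP at 25 µM.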
NadD block = inhibitors of Staphylococcus aureus NadD; actives 0.78% (n = 360,000); purified NadD enzyme, colorimetric absorbance read-out; inhibition, % at 20 µM; in the data active = inhibition above about 26%; note: some compounds past the cut are filed as inactive
LMPTP block = blocks human LMPTP phosphatase | inhibition, % at 20 µM | P24666 | actives 0.22% (n = 360,000) | recombinant LMPTP-A, OMFP fluorogenic substrate, fluorescence intensity;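 active = compounds that cut the enzyme signal by at least half of the control window in the single-dose screen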;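 note: plate controls were DMSO wells with enzyme plus substrate for no effect and substrate without enzyme for full effect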
Target sequence (P24666 whole entry, looked up): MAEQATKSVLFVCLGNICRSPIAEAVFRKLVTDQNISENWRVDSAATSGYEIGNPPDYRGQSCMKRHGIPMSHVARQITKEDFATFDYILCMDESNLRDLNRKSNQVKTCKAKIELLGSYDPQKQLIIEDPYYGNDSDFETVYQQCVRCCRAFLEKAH
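Test system: LMPTP-A phosphatase enzyme. Amount: LMPTP-A at 0.625 nM final in the reaction. Reagent: OMFP substrate, 400 µM final. Times: 50 min at room temperature. Signal: endpoint fluorescence intensity from OMFP dephosphorylation. Read-out basis: % inhibition. Benchmarks: no-enzyme and uninhibited controls.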
Numbers without * were called inactive; i = inactive; nt = no result given.

SMILES	CSN deneddyl inh	MLLE-PAM2 inh	Scp-1 inhibitor	Rpn11 inh	Tb MetRS inh	SUMO1-SIM PPI	DNMT1 block	STEP inh	NadD block	LMPTP block
COc1ccccc1-c1cnc(C(O)c2ccc(Cl)cc2)[nH]1 (stereo not drawn)	2	1	nt	i	-0.4	5	3	-1	3	-0.1
CC(C)NC(=O)C1(S(=O)(=O)c2ccccc2)CC=CC1	-1	-9	-8	i	-0.2	3	-3	-3	-5	-1.1
CC(Sc1nnc(C2CC2)n1C1CC1)C(=O)Nc1ccc(C(N)=O)cc1 (stereo not drawn)	-2	6	0	i	-0.3	3	8	-1	-7	-0.6
O=C(COC(=O)c1cc(Cl)ccc1O)c1ccc2c(c1)OCO2	-2	9	-6	i	-0.3	-9	-2	3	-5	0.3
COCC(=O)N1CCCC(CNS(=O)(=O)c2ccc(OC)cc2)C1 (stereo not drawn)	6	-3	4	i	0.2	-6	1	0	-5	-1.3
Cc1nc2c(C(=O)N3CCN(c4ccccn4)CC3)cnn2c(C)c1Cc1cccc(Cl)c1	-2	-12	3	i	-0.7	-2	-5	-1	0	1.7
COc1ccc(S(=O)(=O)NCc2nc3nc(C)cc(C)n3n2)cc1	1	4	-3	i	1.1	3	-3	3	1	-0.7
CC(=O)NC1=NN(C(C)=O)C(C)(CS(=O)(=O)c2ccc(C)c(C)c2)S1 (stereo not drawn)	0	9	-7	i	-1.1	-3	2	-3	0	-1.6
CC(C)n1cc(CN2CCCC(C(=O)Nc3ccccc3Oc3cccnc3)C2)cn1 (stereo not drawn)	2	20	1	i	-0.3	-3	2	-4	-6	-0.2
Cc1c(Cl)cccc1NC(=O)C1=COCCO1	-5	20	-4	i	-0.3	5	-1	-2	1	-0.2
CC(C)C(=O)Nc1nc2c(c(=O)[nH]1)CCCC2	-11	-5	-2	i	0.1	-1	3	-2	-2	-0.5
COc1ccc(CCn2c(N)cc(=O)[nH]c2=S)cc1OC	4	-23	-8	i	-1.2	3	-2	3	4	-1.3
Cc1onc(-c2ccccc2)c1C(=O)N1CCCC(C(F)(F)F)C1 (stereo not drawn)	0	-2	-10	i	-0.1	5	-1	-3	0	0.6
CC(Sc1nc2ccccc2c(=O)n1CC1CCCO1)C(=O)N(C)c1ccccc1 (stereo not drawn)	2	5	-5	i	-0.4	1	0	-2	5	-0.2
O=C(Cc1c(Cl)cccc1Cl)OCC(=O)N1CCc2ccccc2C1	-6	8	-2	i	-0.3	-5	0	1	-6	-1.4
CC(C)C(=O)Nc1ccc(NC(=O)c2ccc([N+](=O)[O-])cc2Cl)cc1	-4	9	-5	i	0.7	-18	-4	0	-1	-0.1
C/C(=N/NS(=O)(=O)c1cc(C)ccc1C)c1c[nH]c2ccccc12	0	-13	-8	i	0.5	-2	-2	-2	7	0.6
Cc1cccc(C)c1NC(=S)N(CCCN1CCOCC1)Cc1cccnc1	-3	6	1	i	-0.5	3	-1	8	-2	-3.7
CN(C(=O)Cn1nc(C(=O)O)c2ccccc2c1=O)c1ccccc1	-1	-3	-1	i	0.0	-2	2	-4	-4	-0.4
Cn1nccc1NC(=O)CC(CC(=O)O)c1ccccc1 (stereo not drawn)	0	4	1	i	-0.1	4	0	-2	-7	-1.7
O=C1/C(=C/c2cccs2)SC(=S)N1N1CCOCC1	0	14	-13	i	-0.1	-35	-1	-1	-1	1.2
O=C(COc1ccccc1F)NNC(=O)c1ccc2c(=O)n3c(nc2c1)CCC3	3	-24	-4	i	-0.5	9	0	-1	-1	-1.6
CCOC(=O)N1CCN(S(=O)(=O)c2ccc(C(=O)Nc3nc4ccccc4s3)cc2)CC1	-1	-5	-8	i	-0.5	-6	6	1	1	-0.7
C=CCN(C(=O)Cc1cccs1)c1nc(-c2ccc(S(C)(=O)=O)cc2)cs1	7	-10	-10	i	-0.4	1	-1	2	8	8.3
Fc1cccc(CN2CCCCCCC2)c1	4	8	-6	i	0.0	2	2	-1	-3	-2.1

Part of the list above in order of molecular weight, descending.
SMILES	CSN deneddyl inh	MLLE-PAM2 inh	Scp-1 inhibitor	Rpn11 inh	Tb MetRS inh	SUMO1-SIM PPI	DNMT1 block	STEP inh	NadD block	LMPTP block
Cc1nc2c(C(=O)N3CCN(c4ccccn4)CC3)cnn2c(C)c1Cc1cccc(Cl)c1	-2	-12	3	i	-0.7	-2	-5	-1	0	1.7
CC(C)NC(=O)C1(S(=O)(=O)c2ccccc2)CC=CC1	-1	-9	-8	i	-0.2	3	-3	-3	-5	-1.1
Cn1nccc1NC(=O)CC(CC(=O)O)c1ccccc1 (stereo not drawn)	0	4	1	i	-0.1	4	0	-2	-7	-1.7
Cc1c(Cl)cccc1NC(=O)C1=COCCO1	-5	20	-4	i	-0.3	5	-1	-2	1	-0.2

Results in DNMT1 block and MLLE-PAM2 inh, for some of the entries so far:
| Compound | DNMT1 block | MLLE-PAM2 inh |
| --- | --- | --- |
| CC(C)C(=O)Nc1ccc(NC(=O)c2ccc([N+](=O)[O-])cc2Cl)cc1 | -4 | 9 |
| CC(Sc1nc2ccccc2c(=O)n1CC1CCCO1)C(=O)N(C)c1ccccc1 (stereo not drawn) | 0 | 5 |

Going on with the list:
SMILES	CSN deneddyl inh	MLLE-PAM2 inh	Scp-1 inhibitor	Rpn11 inh	Tb MetRS inh	SUMO1-SIM PPI	DNMT1 block	STEP inh	NadD block	LMPTP block
COc1ccc(C)cc1N1CC(C(=O)Nc2cccc(C(=O)NC3CC3)c2)CC1=O (stereo not drawn)	4	-5	nt	i	-0.3	-3	-3	-2	3	-1.5
CC(=O)c1cnc2c(-c3ccccc3)c(C(F)(F)F)nn2c1C	-1	-17	-11	i	-0.6	-7	-16	1	-2	2.8
COC(=O)C1=CN(Cc2ccc(OC)c(OC)c2)C=C(C(=O)OC)C1c1ccc(O)cc1	-5	0	-5	i	0.0	-16	-7	0	-1	1.1
COC(=O)[C@H](C)NC(=O)Nc1ccc(OC)c(OC)c1	5	24	-2	i	-0.1	-1	-1	5	-3	-3.3
COc1ccc(S(=O)(=O)N2CCCCC2)cc1NC(=O)CN1C(=O)NC(C)(C2CC2)C1=O (stereo not drawn)	4	-39	-8	i	-0.2	-1	-1	2	9	-1.2
COc1cc(-c2nnc(-c3cc(-c4ccccc4)nc4ccccc34)o2)cc(OC)c1OC	0	-8	-1	i	-1.0	3	1	3	-6	4.1
Cc1cc2c(cc1S(=O)(=O)CCC(=O)Nc1cccc(C(F)(F)F)c1)OCC(=O)N2	-3	17	-4	i	-0.4	-3	2	0	-4	-1.9
Cc1n[nH]c(=O)c2c(NC(=O)CSc3nnc(-c4ccco4)n3C)oc(C)c12	-3	20	-9	i	0.3	-11	1	3	2	-6.4
CC(=O)OCC(=O)[C@@]1(OC(C)=O)[C@@H](C)C[C@H]2[C@@H]3C[C@H](F)C4=CC(=O)C=C[C@]4(C)[C@@]3(F)[C@@H](O)C[C@@]21C	-9	-5	1	i	0.1	0	5	0	2	-1.0
CCSc1nnc(NC(=O)Cn2cnc3ccccc3c2=O)s1	0	7	6	i	-0.6	2	2	-1	-3	-1.0
CC(C)c1ccc(CN(C(=O)/C=C/c2ccco2)C2CCS(=O)(=O)C2)cc1 (stereo not drawn)	1	-13	18	i	-0.2	2	-17	-2	-3	-0.9
CCc1ccc(S(=O)(=O)NCCc2csc(-c3cccnc3)n2)s1	-1	2	-7	i	-0.5	2	0	-1	-2	-1.9
CCN(CC)S(=O)(=O)c1ccc(C(=O)NCc2ccc3c(c2)cc(C)n3C)cc1	-8	46*	-5	i	0.2	-15	12	1	6	11
O=C(CSc1nnc(-c2cccs2)o1)OCc1ccccc1	0	7	-20	i	-1.3	-2	2	-3	-8	-0.9
COc1cc(C(=O)NCC(=O)OCC(=O)c2ccc[nH]2)cc(OC)c1OC	-6	-14	-2	i	-0.2	3	-4	-3	2	-0.6
OCCN1CCN(c2nc(-c3ccccc3)c3cc(Br)ccc3n2)CC1	1	-10	-6	i	-0.5	-19	-5	4	-4	0.9
O=C(OCC(=O)N1CCc2ccccc2C1)c1ccc(O)cc1	-1	-19	-9	i	0.0	2	0	-1	-9	0.9
CC#CCOC(=O)c1c(C)nc2sc3c(c2c1N)CCC(O)C3 (stereo not drawn)	1	11	-14	i	-1.2	0	-3	1	-3	-1.0
COc1ccc(CN(Cc2cccnc2)S(=O)(=O)c2ccc(-n3cnnn3)c(OC)c2)cc1	1	-1	-7	i	0.0	5	0	4	2	-0.5
CC(=O)Nc1ccc(C(=O)OCc2ccc(Br)cc2)cc1	-10	-4	-1	i	-0.7	2	1	-2	-4	0.4
Cc1sc(NC(=O)CSc2nnc(C)c(=O)[nH]2)c(C#N)c1C	2	17	-3	i	-0.8	6	4	2	-4	-2.1
CC(C)n1nc(C(=O)Nc2cccc(S(=O)(=O)N3CCOCC3)c2)c2ccccc2c1=O	-8	-3	-7	i	-0.5	-5	-1	2	-11	-1.0
COC(=O)[C@@]1(C)[C@H]2C(=O)N(Cc3ccccc3)C(=O)[C@H]2[C@H]2CN(C)C(=NC3CCCCC3)N21	-3	7	9	i	-0.4	12	5	0	-8	-1.4
O=S(=O)(Nc1ccc(Cl)cn1)c1ccccc1	-9	1	-1	i	-0.5	0	1	0	2	2.8
Cc1ccc(C(=O)NC(Cc2ccc(C(C)(C)C)cc2)C(=O)O)cc1 (stereo not drawn)	0	9	4	i	-2.8	3	5	0	3	-2.4
COc1ccc(OCCSc2nc(C)c(Cc3ccccc3)c(=O)[nH]2)cc1	-2	0	-6	i	-0.9	-3	8	-1	-6	1.0
COC(=O)c1ccccc1NC(=O)NCc1ccncc1	5	8	-3	i	-0.5	-2	4	4	2	-1.8
O=c1[nH]c(O)c(/C=C2\C=Nc3ccc(Br)cc32)[nH]1	-2	-87	8	i	1.6	-7	-3	-5	1	0.2
Cc1occc1-c1n[nH]c(=S)n1C	-9	-10	-3	i	-0.5	-4	2	3	6	-1.3
CCOC(=O)C1=CCN(S(=O)(=O)c2ccc(F)cc2)C1c1ccc(Br)cc1 (stereo not drawn)	-1	7	nt	i	-0.5	9	-20	1	-7	4.2
